High-throughput results deposited in PubChem by National Center for Advancing Translational Sciences (NCATS).
TSHR antagonist = blocks TSH signaling through the human TSH receptor. P16473. TSHR-expressing cells, TSH-stimulated cAMP HTRF, 2 h; active compounds read low. activity change, negative = inhibition, % at 11.5 µM. hit rate 0.2% among 330,000. AID 504810;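 active = activity change below a set negative limit, meaning inhibition stronger than a set level, cut at about -70% in these data; inconclusive = activity change between two set negative limits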; note: % is set by controls: 0 for no effect and ±100 for the full control effect
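Competitive HTRF cAMP read-out (cryptate anti-cAMP antibody, cAMP-d2; 30 min, room temperature) in freshly harvested TSHR cells. Compounds added before TSH at EC80 (4nM final), followed by 2 hours' incubation at 37 deg C.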
TCR activator = activators of T cell receptors. Potency, µM (highest dose often 9.22 µM), for the others: at the highest dose activation of IL-2 secretion, actives largely listed as activators. 330,000 tested, under 10 active. primary human leukocytes, anti-CD3, IL-2 HTRF, 48 h. AID 504894; note: % of control where 0% means no effect
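1) Mix primary human leukocytes, a-CD3 beads and compound. 2) Incubate 48 hr. 3) Add HTRF IL-2 reagents (a-IL-2-K, a-IL-2-d2).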
ELG1 repair inh = inhibitors of ELG1-dependent DNA repair in HEK293T cells; HEK293T ELG1-luciferase reporter, luminescence, 16 h; DNA damage induced by 5-fluorouridine; Potency, µM (titrated, usually from 46.1 µM), inactives show at the top dose activity change, negative = inhibition, most hits filed as inhibitors; hit rate 2.3% among 330,000; note: potency is the fitted concentration of half-maximal effect; % is set by controls: 0 for no effect and ±100 for the full control effect; nearly all actives have a fitted effect of over 55% in size
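Reporter activity after DNA damage by 5-fluorouridine is monitored. Compound-treated cells incubate 16 hr at 37 °C, then ONE-Glo is added for 30 min before luminescence reading.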
Mito fusion yeast = inhibitors of mitochondrial division or activators of mitochondrial fusion | S. cerevisiae fusion-defective mutant growth rescue, CellTiterGlo 48 h | Potency, µM (doses to about 46.1 µM), without a hit: at the highest dose growth rescue (activation), hits mostly activators | hit rate 0.23% among 320,000 | AID 485298;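 note: potency is the fitted concentration of half-maximal effect; % of control where 0% means no effect; nearly all actives have a fitted effect of over 45% in size; temperature-sensitive fusion mutants such as fzo1-1 at 37 °C on non-fermentable ethanol glycerol medium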
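Yeast fusion mutant, YPEG (non-fermentable carbon), compound, 48 h at 37C non-permissive; CellTiterGlo added, 10 min RT, luminescence read. Rescued growth = division inhibition.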
Eya2 inh = inhibitors of human Eya2 phosphatase activity; O00167; recombinant Eya2, OMFP fluorescence dephosphorylation (OMFP is methylfluorescein phosphate); Potency, µM (top dose mostly 76.9 µM), for the others: top-dose activity, negative = inhibition, hits mostly inhibitors; hit rate 0.006% among 330,000; note: potency is the fitted concentration of half-maximal effect; % is set by controls: 0 for no effect and ±100 for the full control effect
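Eya2 (0.2 uM) preincubated 10 min at ambient with compound, then OMFP substrate added at 50 uM; 10 min reaction in 50 mM HEPES pH 7.5, 50 mM NaCl, 5 uM MgCl2, 0.05% BSA, 1 mM DTT. Fluorescence read at Ex 485/Em 525 nm.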
TRPV1 agonist = activates the human vanilloid receptor TRPV1. TRPV1-expressing cells, Fluo-8 calcium influx, agonist mode. activation, % at 8.33 µM. Q8NER1. hit rate 0.19% among 320,000; in the data active = activation above about 80%; inconclusive = between about 30% and that limit; note: 0% is about no effect
Target sequence (Q8NER1 whole entry, looked up): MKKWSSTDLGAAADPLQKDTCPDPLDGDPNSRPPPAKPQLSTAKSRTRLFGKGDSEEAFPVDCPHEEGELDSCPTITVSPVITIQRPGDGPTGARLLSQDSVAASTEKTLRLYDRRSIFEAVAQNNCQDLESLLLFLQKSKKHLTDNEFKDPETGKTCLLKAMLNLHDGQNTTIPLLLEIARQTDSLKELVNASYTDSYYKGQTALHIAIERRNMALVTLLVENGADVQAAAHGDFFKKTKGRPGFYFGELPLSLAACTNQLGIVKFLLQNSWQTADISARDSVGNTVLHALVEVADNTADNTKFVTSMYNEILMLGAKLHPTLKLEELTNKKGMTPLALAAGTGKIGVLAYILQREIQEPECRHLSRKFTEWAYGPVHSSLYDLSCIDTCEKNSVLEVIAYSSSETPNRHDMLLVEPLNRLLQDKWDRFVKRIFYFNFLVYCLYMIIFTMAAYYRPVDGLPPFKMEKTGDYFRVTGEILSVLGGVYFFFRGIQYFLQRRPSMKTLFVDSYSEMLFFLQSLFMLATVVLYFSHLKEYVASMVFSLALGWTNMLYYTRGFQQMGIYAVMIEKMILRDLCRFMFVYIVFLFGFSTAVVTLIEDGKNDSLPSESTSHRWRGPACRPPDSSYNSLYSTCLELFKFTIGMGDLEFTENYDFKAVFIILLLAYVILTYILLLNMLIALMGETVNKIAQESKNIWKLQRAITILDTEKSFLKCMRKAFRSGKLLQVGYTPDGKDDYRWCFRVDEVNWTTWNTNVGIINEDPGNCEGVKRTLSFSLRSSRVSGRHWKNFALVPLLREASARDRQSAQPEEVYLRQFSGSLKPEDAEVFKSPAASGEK
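Cells expressing TRPV1 were dye-loaded with Fluo-8 and read kinetically: 10 s baseline, 3 min after compound (agonist portion), then 2 min after EC20 capsaicin (allosteric enhancer portion). Calcium-bound dye fluorescence at 480/520 nm.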
USP2a inh = inhibitors of human ubiquitin-specific protease USP2a; USP2 core, Ub-CHOP2 coupled fluorogenic reporter, 485/531; Potency, µM (highest dose often 38.3 µM), for inactives: at the highest dose activity change, negative = inhibition, usual class: inhibitors; hit rate 0.01% among 330,000; AID 463254;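 note: potency is the fitted concentration of half-maximal effect; plate controls were DMSO wells for no effect and full inhibition by NEM control for full effect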
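USP2 core (10nM final) preincubated 30min RT with compound in 20mM Tris-HCl pH 8.0, 2mM CaCl2, 2mM beta-mercaptoethanol, 0.05% CHAPS; 25nM Ub-CHOP2 plus 25nM reporter substrate added, fluorescence (Ex485/Em531) read after 60min.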
KCNH2 3.1 block = inhibitors of human KCNH2 3.1 potassium channel isoform. U2OS KCNH2 3.1, thallium flux FluxOr; active compounds read low. activity change, % (tested at about 1.8 µM). hit rate 0.95% among 340,000. AID 720553;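 active = maximum activity change below -70%; inconclusive = maximum activity change from -70% to -50%; inactive = maximum activity change above -50%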;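 note: thallium influx rate constant from kinetic fluorescence after stimulation buffer; % is set by controls: 0 for no effect and ±100 for the full control effect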
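Normalized rate constant (relative to positive and negative DMSO controls) derived from a 2 min kinetic fluorescence read after stimulation; U2OS cells expressing the 3.1 isoform via virus at 1.77 x 10^8 /mL.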
A-T KAP1 phos = candidate therapy for ataxia-telangiectasia; AID 485349; hit rate 0.19% among 320,000; Potency, µM (series often up to 57.5 µM), without a hit: at the top dose activation, hits mostly activators; […] A-T fibroblasts, KAP-1 phosphorylation AlphaLISA; neocarzinostatin DNA damage 30 min before lysis; note: potency is the fitted concentration of half-maximal effect; % of control where 0% means no effect; nearly all actives have a fitted effect of over 45% in size
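hTERT-immortalized A-T patient fibroblasts ([…]), 500 cells/well in OPTI-MEM, 1% FBS, got compounds for 60 min, then NCS for 30 min at 37C. Lysates were then assayed for phospho-KAP-1 by AlphaLISA (anti-pKAP1 donor, anti-KAP1 acceptor beads), 6 hr at 25C.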
KCNH2 WT inh = inhibitors of human wildtype KCNH2 potassium channel. Q12809. U2OS, BacMam KCNH2, thallium flux FluxOr; active compounds read low. activity change, % at 1.84 µM. hit rate 0.37% among 340,000. AID 720551;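 active = maximum activity change below -70%; inconclusive = maximum activity change between -70% and -50%; inactive = maximum activity change above -50%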; note: % is set by controls: 0 for no effect and ±100 for the full control effect
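U2OS cells were transduced with wild-type KCNH2 virus (2.03 x 10^8 / mL) for 4 h at room temperature, then cultured overnight at 37 C. Thallium flux was read with FluxOr dye. Rate constants were normalized to DMSO controls.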
* hit, by the source's call; ? = inconclusive; . = not tested or not shown; [ ] = another dose, or the depositor's remark. Unless noted, calls come from the whole dose curve; as a rule, active = well fitted curve in the direction sought with a large enough effect; inconclusive = small, poorly fitted or top-dose-only effect, or another doubt; inactive = no such curve, though single readings can be large; an effect the other way counts as inactive or inconclusive. A portion of the library; count on the stated rates, not on these rows.

Every second line gives: TSHR antagonist, TCR activator, ELG1 repair inh, Mito fusion yeast, Eya2 inh, TRPV1 agonist, USP2a inh, KCNH2 3.1 block, A-T KAP1 phos, KCNH2 WT inh
Cc1ccc(NC(=O)C2CCN(S(=O)(=O)c3ccc(Cl)c(C(F)(F)F)c3)CC2)nc1
 : -6.8, 2.1%, 28.4%, -9.0%, 19.7%, 23.9, 0.3%, -13.9, 1.3%, -1.6
COc1ccc(C)cc1S(=O)(=O)N1CCC(C(=O)NCCc2ccccc2)CC1
 : 13.6, 3.4%[46.1 µM], -1.2%, -4.3%, 10.8%, -1.0, -0.3%, -5.5, -3.8%, 2.5
COc1ccccc1N1CCN(CC(=O)c2c(C)[nH]c3ccccc23)CC1
 : 2.8, -0.3%, -18.2%, 2.2%, -8.1%, -3.5, 2.5%, -7.7, 4.2%, 5.1
COc1ccc(C2C(C(=O)c3ccco3)=C(O)C(=O)N2CC2CCCO2)cc1OC (centres undefined)
 : 0.2, -6.5%, 26.2%, -4.7%, 9.2%, 0.5, -0.1%, 27.6, -3.4%, -7.4
CN(C(=O)CN1C(=O)S/C(=C\c2cccc(Cl)c2)C1=O)C1CCS(=O)(=O)C1 (centres undefined)
 : 26.9, 1.2%, -8.0%, 8.6%, -0.9%, -2.2, 1.2%, 20.3, 3.6%, -6.6
COC(=O)[C@H](Cc1ccccc1)NC(=O)Cn1ccc(NC(=O)OCc2ccccc2)nc1=O
 : -17.0, -4.0%, 3.4%, -7.5%, 6.6%, -1.8, -0.5%, -0.3, -0.1%, 10.8
Nc1ccc(S(N)(=O)=O)cc1N
 : -2.6, -4.9%, ?, -16.0%, 4.3%, 24.3, 24.1%, 18.7, -1.4%, -13.4
Cc1oc(-c2ccccc2Cl)nc1CS(=O)(=O)CC(=O)NCCN1CCOCC1
 : -3.1, 0.0%, 16.0%, 0.0%, 16.3%, 0.1, 0.4%, -18.9, 3.4%, 7.1
Cc1ccccc1OCCC(=O)N(CC(C)C)c1c(N)n(Cc2ccccc2)c(=O)[nH]c1=O
 : -2.1, 1.4%, 1.7%, 0.8%, 20.2%, -0.8, 2.9%, 14.6, ., 9.8
O=C(O)C1CC=CCC1C(=O)Nc1ccc(N2CCN(Cc3ccccc3)CC2)cc1 (centres undefined)
 : -9.9, 0.2%[46.1 µM], 0.9%, 2.2%, 1.0%, -4.9, 0.2%, -8.9, ?, -6.8
O=C(NCC1CCN(Cc2cccc(Cl)c2)CC1)C1CCCN(c2ncnc3c2nc2n3CCCCC2)C1 (centres undefined)
 : 4.3, 1.5%, ?, 8.2%, -1.5%, 16.6, 1.3%, 5.4, -0.7%, -1.5
O=C(NNC(=O)c1ccc(F)c(S(=O)(=O)N2CCOCC2)c1)c1ccc([N+](=O)[O-])cc1
 : 0.9, -1.2%, 0.4%, -5.8%, 5.3%, 0.1, 0.3%, 0.1, -8.8%, -3.9
O=C(NCCc1cccnc1)C1CCC(=O)N(Cc2ccc(Cl)cc2)C1 (centres undefined)
 : -2.2, 5.6%, 16.2%, 1.4%, 5.4%, -2.7, 1.2%, -2.1, 1.6%, -6.1
Cc1nnc(SCC(=O)N2CCN(S(=O)(=O)c3ccccc3)CC2)n1Cc1ccccc1
 : -2.2, -0.9%, ?, 3.8%, 5.7%, -0.4, -2.2%, 6.8, -3.1%, -7.3
CC(Oc1ccc2c(-c3ccccc3)cc(=O)oc2c1)C(=O)NCCCN1CCOCC1 (centres undefined)
 : 7.7, 1.6%, 4.6%, -2.1%, 14.6%, 3.2, 1.6%, 10.6, 11.3%, 2.2

Every second line gives: TSHR antagonist, TCR activator, ELG1 repair inh, Mito fusion yeast, Eya2 inh, TRPV1 agonist, USP2a inh, KCNH2 3.1 block, A-T KAP1 phos, KCNH2 WT inh
Cc1ccc(Cn2ncc3c(N4CCN(Cc5ccc(Cl)cc5)CC4)ncnc32)cc1
 : -28.0, 0.7%, 5.8µM*, 1.7%, 11.1%, -1.1, -2.3%, -21.2, -2.4%, 4.4
Cc1nn(-c2ccccc2)c2sc(C(=O)N3CCc4ccccc4C3)cc12
 : -16.2, 5.2%, ?, 29.6%, -5.4%, -5.9, -8.0%, 8.8, 9.7%, -14.5
Cc1ccc(/C=C(\NC(=O)c2ccccc2)C(=O)OCc2ccccc2)cc1
 : 6.9, 0.8%[46.1 µM], -1.9%, 7.9%, 2.3%, ?, 0.6%, -4.0, 7.5%, 1.2
COc1cccc(NC(=O)c2ccc(S(=O)(=O)N3CCCC3)cc2)c1
 : -14.0, -2.5%, 2.2%, 11.8%, -1.7%, 27.3, -1.4%, -16.0, 7.2%, 12.6
CCS(=O)(=O)Nc1cccc(-c2ccc3nnc(C)n3n2)c1
 : 3.1, ., ?, 25.5%, 9.1%, 0.6, 0.3%, ., -4.0%, .
CC1CCC(NC(=O)C(C)N2C(=O)C3CCCCC3C2=O)CC1 (centres undefined)
 : 4.9, -6.0%, 29.3%, 1.0%, -2.0%, -1.6, 1.5%, 6.4, -1.7%, 5.8
CN(C(=O)CN1C(=O)NC2(CCc3ccccc32)C1=O)C1CCS(=O)(=O)C1 (centres undefined)
 : 67.7, -11.1%, 11.0%, -5.3%, 4.6%, 6.6, -1.5%, -1.7, 8.1%, -28.6
O=[N+]([O-])c1cccc(-c2ccn[nH]2)c1
 : -9.8, -0.3%, -1.4%, 0.5%, ?, -0.4, 1.6%, -15.9, -3.7%, -5.1
CC1(C)CN=C(N(Cc2ccccc2)C(=O)Nc2ccccc2)S1
 : -1.9, 6.8%[46.1 µM], ?, -9.2%, 6.9%, 2.8, 1.0%, -3.6, -2.3%, -1.6
COC(=O)c1ccccc1NC(=O)NC1CCCCC1
 : -11.4, 0.4%, ?, 1.0%, -1.1%, 19.2, 3.5%, -26.0, 11.5%, -2.5
CC(=O)Oc1c(C)c(C)c2c(c1C)CCC(C)(CCCC(C)CCCC(C)CCCC(C)C)O2 (centres undefined)
 : 12.9, -4.8%, 4.0%, 14.1%, -3.0%, -3.2, 4.4%, 0.1, 22.2%, 8.9
O=C(COc1ccc(Br)cc1Cl)N1CCN(c2ncccn2)CC1
 : -5.0, -5.6%, 6.3%, 16.3%, -6.0%, -10.8, 0.1%, 7.3, 2.4%, 1.4
NC(=O)c1ccc(NC(=S)NCc2ccco2)cc1
 : -0.1, -27.1%, 9.2%, -1.3%, -4.8%, 5.9, 3.3%, -5.2, -6.5%, 0.1
Cc1cc(C)c2c(C)nn(-c3ccccc3)c2n1
 : 3.8, -17.3%, 7.9%, -1.4%, 21.6%, -0.6, 5.5%, 10.0, 5.4%, -8.0
O=C(C1=C[C@@H](C2CC2)C[C@@H](OCc2ccc(CO)cc2)O1)N1CCN(Cc2ccccc2)CC1
 : -3.3, 6.0%, ?, -4.5%, -1.1%, ?, -1.2%, 3.9, -1.4%, -1.8
Cc1ccccc1NC(=O)c1ccc(NC(=O)c2ccco2)cc1
 : 1.8, ., ?, 6.2%, 6.3%, 1.2, 0.9%, -5.3, 0.8%, 12.7
C[Si](C)(C)n1ccnc1
 : -0.1, 6.9%, -13.0%, -4.2%, -2.1%, -0.9, -0.3%, 10.6, 7.4%, -0.2

Six entries drawn at random from the list so far:
Every second line gives: TSHR antagonist, TCR activator, ELG1 repair inh, Mito fusion yeast, Eya2 inh, TRPV1 agonist, USP2a inh, KCNH2 3.1 block, A-T KAP1 phos, KCNH2 WT inh
O=[N+]([O-])c1cccc(-c2ccn[nH]2)c1
 : -9.8, -0.3%, -1.4%, 0.5%, ?, -0.4, 1.6%, -15.9, -3.7%, -5.1
Cc1ccc(/C=C(\NC(=O)c2ccccc2)C(=O)OCc2ccccc2)cc1
 : 6.9, 0.8%[46.1 µM], -1.9%, 7.9%, 2.3%, ?, 0.6%, -4.0, 7.5%, 1.2
Cc1cc(C)c2c(C)nn(-c3ccccc3)c2n1
 : 3.8, -17.3%, 7.9%, -1.4%, 21.6%, -0.6, 5.5%, 10.0, 5.4%, -8.0
O=C(C1=C[C@@H](C2CC2)C[C@@H](OCc2ccc(CO)cc2)O1)N1CCN(Cc2ccccc2)CC1
 : -3.3, 6.0%, ?, -4.5%, -1.1%, ?, -1.2%, 3.9, -1.4%, -1.8
CC1CCC(NC(=O)C(C)N2C(=O)C3CCCCC3C2=O)CC1 (centres undefined)
 : 4.9, -6.0%, 29.3%, 1.0%, -2.0%, -1.6, 1.5%, 6.4, -1.7%, 5.8
O=C(COc1ccc(Br)cc1Cl)N1CCN(c2ncccn2)CC1
 : -5.0, -5.6%, 6.3%, 16.3%, -6.0%, -10.8, 0.1%, 7.3, 2.4%, 1.4
